# Source: PubChem (National Center for Advancing Translational Sciences (NCATS))
# Giardia killer = Small Molecules that selectively kill Giardia lamblia: qHTS; activity change, % at 7.66 µM, hits read low; Giardia lamblia trophozoite viability; 340,000 compounds, 0.15% hits; in the data active means activity change below about -80%; inconclusive means between about -30% and that limit;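 further: parasites exposed to compound for two days anaerobically before the ATP read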
#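 Luminescence from cellular ATP indicates surviving trophozoites (100 cells/well) following 48 hrs anaerobic compound treatment at 37 deg C; signal develops 15-30 min at room temperature.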
# Coupling enz = qHTS Assay for Inhibitors of Fructose-1,6-bisphosphate Aldolase from Giardia Lamblia: Coupling assay counterscreen; coupling enzyme system counterscreen, AmpLite Red fluorescence; activity change, negative = inhibition, % at 58.2 µM, hits read low; 290,000 compounds, 0.67% hits; in the data active means activity change below about -30%
#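 Counterscreen lacking aldolase: glyceraldehyde-3-phosphate coupling-enzyme reagent preincubated 10 min at RT with compound (at 57.5 uM final), then substrate/coupling system with AmpLite Red added; fluorescence read at 525/598 nm after 20 min RT.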
# KCNH2 WT inh = qHTS for Inhibitors of KCHN2 3.1: Wildtype qHTS; Voltage-gated inwardly rectifying potassium channel KCNH2 (Homo sapiens), Q12809; U2OS, BacMam KCNH2, thallium flux FluxOr; stronger effect = lower value; activity change, % at 1.84 µM; 340,000 compounds, 0.37% hits;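 active means maximum activity change below -70%; inconclusive means maximum activity change between -70% and -50%; inactive means maximum activity change above -50%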
#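 U2OS cells were transduced with wild-type KCNH2 virus (2.03 x 10^8 / mL) for 4 h at room temperature, then cultured overnight at 37 C. Thallium flux was read with FluxOr dye. Rate constants were normalized to DMSO controls.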
# BCR signal inh = qHTS Assay to Find Inhibitors of Chronic Active B-Cell Receptor Signaling; AID 493014, 2011; Potency, µM (doses to about 46.1 µM), without a hit: at the top dose ratio change, negative = lower green/red ratio, hits mostly inhibitors; 340,000 compounds, 0.05% hits; ABC-DLBCL IkBa-CBG/CBR reporter, luminescence ratio, 4 h; active means well fitted inhibition curve with a large enough effect in the signal ratio, with a control signal flat, not every such curve was filed as active; inconclusive means small, poorly fitted or top-dose-only effect, or effect the other way, or a change in a side signal; the % refers to the signal ratio;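 further: potency means the concentration at half of the fitted maximal effect; plate controls were basal doxycycline-induced cells for no effect and cells given 10 µM MG132 for full effect; MG132 reads +100%, hits lower the ratio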
#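 Concentration-response series (up to 46 uM) were applied to TMD8 dual-reporter cells for 4 h at 37C with doxycycline. Green/red ratio, after filter-overlap correction, defined %Activity; red signal alone was normalised to basal cells and zero luminescence.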
# uPA surface inh = qHTS for Inhibitors of Cell Surface uPA Generation; cell surface uPA generation assay, qHTS; Potency, µM (top dose mostly 38.3 µM), for the others: top-dose activity change, negative = inhibition, most hits filed as inhibitors; 330,000 compounds, 0.31% hits; AID 540303, 2011; active means well fitted inhibition curve with a large enough effect; inconclusive means small, poorly fitted or top-dose-only effect; inactive means no such curve, though single readings can be large or run the other way; tested in mouse RAW 264.7 cells; further: potency means the concentration at half of the fitted maximal effect; nearly all actives have a fitted effect of over 55% in size
# B2AR arrestin = qHTS assay of beta-arrestin-biased ligands of beta2-adrenergic receptor; Beta-2 adrenergic receptor (Homo sapiens), P07550; beta-arrestin recruitment to beta2AR, cell-based reporter; Potency, µM (highest dose often 46.1 µM), for the others: at the highest dose activation, usual class: activators; 330,000 compounds, 0.02% hits; AID 492947, 2010;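 further: potency means the concentration at half of the fitted maximal effect; 0% = DMSO controls and full agonism = EC100 isoproterenol or metaproterenol; nearly all actives have a fitted effect of over 65% in size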
# Target sequence (P07550 whole entry, looked up): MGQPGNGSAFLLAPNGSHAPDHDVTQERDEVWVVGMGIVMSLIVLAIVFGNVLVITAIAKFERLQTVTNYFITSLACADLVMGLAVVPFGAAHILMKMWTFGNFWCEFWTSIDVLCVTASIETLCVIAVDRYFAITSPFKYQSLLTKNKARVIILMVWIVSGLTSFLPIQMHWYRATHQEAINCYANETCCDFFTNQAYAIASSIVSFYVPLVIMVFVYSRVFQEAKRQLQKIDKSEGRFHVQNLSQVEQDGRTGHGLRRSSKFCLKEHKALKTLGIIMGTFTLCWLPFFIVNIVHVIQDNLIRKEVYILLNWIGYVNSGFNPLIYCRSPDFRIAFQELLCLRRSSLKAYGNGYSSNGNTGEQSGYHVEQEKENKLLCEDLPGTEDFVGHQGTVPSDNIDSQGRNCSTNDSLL
# KCNH2 3.1 inh = qHTS for Inhibitors of KCHN2 3.1: Mutant qHTS. activity change, % (tested at about 1.8 µM). U2OS KCNH2 3.1, thallium flux FluxOr; stronger effect = lower value. Potassium voltage-gated channel subfamily H member 2, brain isoform KCNH2 3.1 (human). 340,000 compounds, 0.95% hits;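 active means maximum activity change below -70%; inconclusive means maximum activity change from -70% to -50%; inactive means maximum activity change above -50%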;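 further: thallium influx rate constant from kinetic fluorescence after stimulation buffer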
#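 Kinetic fluorescence (2 min after stimulation buffer) measures Tl+ influx through KCNH2 3.1 expressed by viral transduction in U2OS cells; the rate constant is normalized against DMSO controls serving as positive and negative references.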
# Eya2 phos inh = qHTS Assay for Inhibitors of the Phosphatase Activity of Eya2; Protein phosphatase EYA2 (Homo sapiens), O00167; 330,000 compounds, 0.006% hits; recombinant Eya2, OMFP fluorescence dephosphorylation (OMFP is methylfluorescein phosphate); Potency, µM (doses to about 76.9 µM), for inactives: at the top dose activity, negative = inhibition, hits mostly inhibitors; further: potency means the concentration at half of the fitted maximal effect
# Target sequence (O00167 whole entry, looked up): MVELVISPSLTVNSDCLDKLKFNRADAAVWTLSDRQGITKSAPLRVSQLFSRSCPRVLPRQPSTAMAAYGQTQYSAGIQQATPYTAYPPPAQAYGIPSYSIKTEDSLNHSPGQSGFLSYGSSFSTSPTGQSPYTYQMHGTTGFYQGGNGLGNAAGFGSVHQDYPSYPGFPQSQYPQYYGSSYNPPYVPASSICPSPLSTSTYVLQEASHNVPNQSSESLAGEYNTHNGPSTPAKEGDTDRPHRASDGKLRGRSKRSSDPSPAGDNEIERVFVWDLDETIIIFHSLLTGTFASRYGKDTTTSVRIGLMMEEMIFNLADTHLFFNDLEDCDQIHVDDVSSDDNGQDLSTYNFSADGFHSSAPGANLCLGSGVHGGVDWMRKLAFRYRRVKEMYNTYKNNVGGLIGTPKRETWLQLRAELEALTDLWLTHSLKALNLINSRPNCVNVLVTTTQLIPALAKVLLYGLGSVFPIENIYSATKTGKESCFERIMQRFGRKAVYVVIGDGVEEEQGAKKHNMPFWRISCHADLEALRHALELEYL
#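 Eya2 protein (added as 0.2 uM solution) was preincubated with compound for 10 min at ambient temperature in 50 mM HEPES pH 7.5, 50 mM NaCl, 5 uM MgCl2, 0.05% BSA, 1 mM DTT. OMFP (added at 50 uM) then reacted 10 min; fluorescence read at 485/525 nm.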
# USP2a inh = qHTS Assay for Inhibitors of Ubiquitin-specific Protease USP2a Using CHOP2 as the Reporter | Ubiquitin carboxyl-terminal hydrolase 2 (Homo sapiens), O75604 | USP2 core, Ub-CHOP2 coupled fluorogenic reporter, 485/531 | Potency, µM (titrated, usually from 38.3 µM), without a hit: at the highest dose activity change, negative = inhibition, usual class: inhibitors | 330,000 compounds, 0.01% hits | AID 463254, 2010;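 further: potency means the concentration at half of the fitted maximal effect; plate controls were DMSO wells for no effect and full inhibition by NEM control for full effect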
#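 Deubiquitinase activity read as fluorescence (485/531 nm) after Ub-CHOP2 cleavage activates the enterokinase reporter on its substrate; USP2 core 10nM, Ub-CHOP2 and substrate 25nM each, 30min compound preincubation then 60min RT; data normalized to NEM, curves fitted.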
# PKM2 act = qHTS Assay for Activators of Human Muscle isoform 2 Pyruvate Kinase | purified PKM2, Kinase-Glo ATP luminescence, activation; response scale: 0% is enzyme alone, no compound | Potency, µM (titrated, usually from 57.5 µM), for inactives: at the highest dose activation, actives largely listed as activators | 260,000 compounds, 0.34% hits | AID 1631, 2009; further: potency means the concentration at half of the fitted maximal effect; nearly all actives have a fitted effect of over 55% in size
#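 Kinase-Glo luminescence reports ATP generated from ADP (0.1 mM) and PEP (0.5 mM) by purified hPK-M2 after 1 h at room temperature, pH 7.2 imidazole buffer; intermediate enzyme activity allows detecting inhibitors and activators.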
# GALK inhibitor = qHTS Assay for Inhibitors of Human Galactokinase (GALK) | P51570 | Purified GALK, Kinase-Glo residual ATP luminescence | Potency, µM (titrated, usually from 57.5 µM), without a hit: at the top dose activity change, negative = inhibition, actives largely listed as inhibitors | 270,000 compounds, 0.007% hits; further: potency means the concentration at half of the fitted maximal effect
#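 Galactose (100 uM) and ATP (35 uM) were turned over by 5 nM GALK for 1 h at RT. Kinase-Glo Plus then converted the remaining ATP into a luminescent signal.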
# Starred values were filed as active, the others as inactive; ? = inconclusive; / = not tested or not shown. Unless noted, the call rests on the fitted dose curve; in most records, active means well fitted curve in the direction sought with a large enough effect; inconclusive means small, poorly fitted or top-dose-only effect, or another doubt; inactive means no such curve, though single readings can be large; an effect the other way counts as inactive or inconclusive. Unless noted, on the % scale 0 is the no-effect control and ±100 the full control effect.
SMILES,Giardia killer,Coupling enz,KCNH2 WT inh,BCR signal inh,uPA surface inh,B2AR arrestin,KCNH2 3.1 inh,Eya2 phos inh,USP2a inh,PKM2 act,GALK inhibitor
CCc1nc2cc(Cl)c(Cl)cc2[nH]1,-5.7,5.5,16.3,?,/,-0.3%,-6.8,-5.6%,-1.4%,-9.3%,0.4%
O=C(CCn1c(=O)[nH]c2ccccc2c1=O)NCCCN1CCN(c2cccc(Cl)c2)CC1,16.8,-1.2,34.8,0.3%,-1.4%,-0.1%,-9.5,-13.0%,-0.3%,-3.4%,0.6%
Cn1c(=N)n(CC(=O)c2ccc(Cl)c(Cl)c2)c2ccccc21,-22.8,-2.8,7.5,?,-2.3%,-0.5%,-22.1,-28.7%,-3.5%,/,2.8%
FC(F)c1nc2ccccc2[nH]1,-7.2,2.7,1.5,?,2.5%,0.1%,-0.3,-6.0%,3.0%,-2.7%,0.8%
Cc1oc2c(CN3CCC(C)CC3)c(O)ccc2c(=O)c1-c1ccccc1,-6.6,2.8,9.8,6.0%,-33.4%,0.4%,7.1,6.2%,1.2%,/,-0.7%
NS(=O)(=O)c1ccc(-c2cccc(/C=C3\SC(=O)NC3=O)c2)cc1,-7.0,6.6,-5.0,?,23.1%,0.3%,7.4,-3.2%,0.4%,-1.3%,/
CC/C(=N/Nc1ccccc1)c1cnnc(SC)n1,-10.3,-6.3,-1.2,-17.4%,-1.7%,0.3%,-8.9,-5.1%,-1.0%,2.4%,-1.7%
CCOC(=O)Cc1csc(NC(=O)CSc2nc(N)c3c(C)c(C)sc3n2)n1,11.3,-0.3,-7.7,?,-12.4%,-0.2%,17.3,0.1%,1.9%,-0.9%,-2.6%
COc1ccc(CN2CCN(C(=O)c3ccc(S(=O)(=O)N4CCCCCC4)cc3)CC2)cc1F,-18.2,/,6.9,1.4%,-28.8%,-0.2%,-17.6,-15.1%,3.3%,/,/
Cc1nn(C(=O)Cn2ccc([N+](=O)[O-])n2)c(C)c1Cl,3.5,0.5,-6.5,-0.7%,11.6%,-0.8%,0.3,-2.3%,2.0%,/,-1.2%
Cc1cc(C)cc(C(=O)OCC(=O)NC2CCCC2)c1,-7.8,1.2,-4.5,1.9%,-1.0%,4.3%,-1.1,8.1%,0.4%,/,0.7%
CCN(C(=O)CSc1nc2cc(C(=O)O)ccc2c(=O)n1Cc1ccccc1)c1ccccc1,-22.4,16.3,-3.2,0.2%,0.8%,-0.1%,4.3,?,1.8%,/,-6.4%
COc1cc(OC)c(OC)cc1/C=C/C(=O)c1ccc(NS(=O)(=O)c2ccc(C)cc2)cc1,4.9,-1.3,-5.5,?,-7.9%,0.9%,16.9,9.8%,4.8%,2.5%,-1.1%
CC1(c2ccc3c(c2)OCO3)NC(=O)N(CC(=O)Nc2ccccc2)C1=O (stereo not given),-20.5,/,5.5,10.7%,-0.8%,-0.4%,1.4,13.9%,1.4%,/,/
CCOC(=O)c1c(CN2CCOCC2)n(-c2ccccc2)c2cc(Br)c(OC)cc12,1.9,-7.8,1.0,?,1.2%,0.2%,-0.7,11.4%,-0.5%,-3.6%,0.8%
CC(C)(C)OC(=O)N1CCCN(C(=O)Nc2ccc(C(F)(F)F)cc2)CC1,-18.8,0.2,-1.0,0.9%,0.2%,-0.5%,5.7,11.2%,13.2%,2.1%,1.0%
CN(CC(=O)Nc1ccc(Cl)c(C(F)(F)F)c1)C(=O)c1cccs1,10.8,/,-5.1,-9.9%,4.9%,-1.1%,-4.8,1.4%,-1.3%,/,/
O=S(=O)(c1ccc2c(c1)OCCO2)N(Cc1ccc(F)cc1)Cc1nnc(-c2cccs2)o1,8.5,2.3,2.1,12.9%,0.0%,-0.8%,-23.1,-3.3%,-6.1%,-12.6%,0.5%
CCC(Cc1ccccc1)NCc1c(C(=O)O)c(C)n(Cc2ccccc2)c1C (stereo not given),-3.5,3.7,-3.2,2.5%,-3.1%,0.0%,-21.6,-1.7%,0.1%,-0.7%,-0.6%
Cc1ccc(NC(=O)C2CCN(S(=O)(=O)c3cnc[nH]3)CC2)nc1,9.7,1.0,3.0,10.3%,1.5%,-0.1%,-7.9,-21.9%,0.6%,-0.9%,0.9%
CC(C)c1nc2ccccc2n1CCC(=O)O,13.3,3.0,-3.8,-4.6%,2.3%,0.2%,-2.7,7.0%,0.2%,-4.6%,0.9%
CN(C)c1ccc(/C=N/N(CCO)C2=NS(=O)(=O)c3ccccc32)cc1,6.3,5.0,-3.4,-2.5%,14.8%,-0.7%,3.9,-6.4%,?,/,/
COc1ccc(/C=C/C(=O)OCC(=O)N2CC(=O)Nc3ccccc32)cc1S(=O)(=O)N1CCOCC1,3.4,1.8,/,-12.5%,7.0%,0.1%,4.1,-3.8%,0.4%,2.8%,5.9%
O=C(Nc1ccc(Oc2ccc(NC(=O)c3ccco3)c(NC(=O)c3ccco3)c2)cc1)c1ccco1,-0.2,-0.1,-2.8,?,-9.3%,-0.8%,-9.8,-2.9%,2.3%,15.5%,-1.2%
Cc1ccccc1C(=O)c1c[nH]c(C(=O)NCc2ccco2)c1,-8.5,1.2,-3.6,-16.3%,0.9%,-1.1%,-8.6,-11.3%,-0.9%,0.9%,-0.6%
Cc1cc(C(=O)C(=O)O)c(C)n1-c1ccc(Cl)cc1,?,25.7,-2.9,0.2%,-3.0%,-0.6%,6.3,3.5%,4.5%,1.1%,0.5%
Cc1ccc(C(=O)NCC(=O)NCC(c2ccco2)N2CCCCC2)cc1C (stereo not given),25.3,/,-16.2,-8.2%,-2.1%,-0.7%,-3.9,-12.0%,1.2%,/,/
COc1ccc(-n2nnc3c(=O)n(CC(=O)Nc4cc(C)on4)cnc32)cc1OC,13.1,-0.9,-4.9,0.2%,2.2%,0.1%,10.2,2.3%,0.0%,-7.4%,-0.9%
COc1cc(OC)cc(C(=O)O/N=C(\N)c2cccc(C)c2)c1,-28.9,0.6,1.3,?,2.7%,-1.1%,-0.5,-23.5%,-0.5%,/,4.6%
Cc1nc2ccc(NS(=O)(=O)c3ccccc3Cl)cc2s1,9.8,/,5.0,1.9%,17.6%,-0.2%,-0.3,-10.2%,1.0%,/,/
CCOC(=O)C1=CC[C@]2(C)c3c(c4ccccc4n3C)C(=O)C1N2C,-22.9,/,1.9,-5.2%,-4.4%,0.3%,1.3,0.2%,1.1%,/,/
CCN(Cc1ccccc1)C(=O)Cn1cnc2c1c(=O)n(C)c(=O)n2C,4.8,4.8,5.1,4.4%,/,0.3%,7.9,-25.1%,1.1%,-1.2%,-3.4%
Cc1cc(=O)n2nc(N3CCC(C(=O)NCCc4ccccc4)CC3)sc2n1,-17.5,2.6,-9.0,5.4%,1.4%,-0.3%,7.3,-0.7%,0.5%,0.2%,1.0%
O=C(O)c1nc2ccccc2nc1C(=O)O,-13.5,0.2,-11.2,?,0.0%,0.5%,4.8,14.4%,1.3%,-2.3%,0.1%
O=C(/C=C/c1ccc(S(=O)(=O)N2CCOCC2)cc1)NCCc1ccc(C(F)(F)F)cc1,-18.9,/,1.9,6.0%,?,-0.1%,1.4,-4.9%,1.1%,/,/
CCOC(=O)c1sc(=NC(=O)CCS(=O)(=O)c2ccccc2)n(C)c1C,-7.9,-1.1,11.0,-0.6%,-1.2%,0.0%,5.2,-2.4%,-2.8%,-1.8%,0.7%
OC(CN1C2=NCCCN2c2ccccc21)c1ccc(Br)cc1 (stereo not given),13.2,2.7,-1.8,?,-7.4%,0.2%,-80.8*,4.8%,7.7%,5.4%,-0.8%
COc1cc2c(cc1OC)CN(C(=O)c1ccccc1C(=O)O)CC2,3.6,-0.3,-0.9,-0.3%,-1.0%,-0.5%,-4.2,-6.7%,2.6%,-2.1%,2.6%
CCCCOc1cccc(C(=O)NC(=S)Nc2cccnc2)c1,5.3,-0.6,-2.4,-18.6%,1.1%,-0.1%,-3.3,-4.7%,1.4%,-11.3%,3.5%
